Screening data from PubChem BioAssay.
RXFP1 ag: RXFP1 (human) receptor agonism; Q9HBX9; HEK293T-RXFP1 cAMP TR-FRET, 30 min; response scale: percent of porcine relaxin response, buffer zero; Potency, µM (doses to about 57.5 µM), for the others: at the highest dose activation, actives largely listed as activators; hit rate 0.3% among 370,000; also: potency is read from the fitted curve at half-maximal effect; % is scaled to controls: 0 for no effect and ±100 for the full control effect; nearly all actives have a fitted effect of over 60% in size; many of its hits are not listed in these tables
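HEK293T cells stably expressing RXFP1 were pretreated with the PDE4 inhibitor Ro 20174, exposed to compounds for 30 min at 37C, lysed, and cAMP was read by TR-FRET. Data normalized to buffer (basal) and 29 nM porcine relaxin (100%).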
Vif-APOBEC3G blk: inhibitors of Vif-APOBEC3G interaction; HeLa A3G-eYFP + Vif (tagged APOBEC3G with the HIV-1 protein that degrades it), YFP fluorescence, overnight; hit rate 0.076% among 410,000; Q9HC16; Potency, µM (doses to about 46.1 µM), for the others: at the top dose activity, negative = active, actives largely listed as inhibitors; AID 602310;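 also: potency is read from the fitted curve at half-maximal effect; % is scaled to controls: 0 for no effect and ±100 for the full control effect; nearly all actives have a fitted effect of over 60% in size; hits raise eYFP signal because A3G escapes Vif-driven loss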
Target sequence (Q9HC16 whole entry, looked up): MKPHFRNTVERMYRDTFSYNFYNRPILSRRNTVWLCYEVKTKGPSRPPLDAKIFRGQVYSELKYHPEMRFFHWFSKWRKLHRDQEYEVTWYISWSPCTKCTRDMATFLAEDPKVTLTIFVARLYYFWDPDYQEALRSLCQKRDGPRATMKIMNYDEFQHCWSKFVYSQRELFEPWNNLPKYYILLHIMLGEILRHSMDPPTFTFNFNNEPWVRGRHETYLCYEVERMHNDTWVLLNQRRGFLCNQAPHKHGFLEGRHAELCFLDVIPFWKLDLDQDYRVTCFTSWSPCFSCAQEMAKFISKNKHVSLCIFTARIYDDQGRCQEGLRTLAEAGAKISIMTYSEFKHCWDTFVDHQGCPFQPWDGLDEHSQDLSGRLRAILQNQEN
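HeLa cells stably expressing Vif and C-terminally eYFP-tagged A3G, seeded overnight at 37 deg C, then exposed to compound by pintool overnight at 37 deg C. Rise in yellow fluorescence (Ex 488/Em 500-530, Acumen) marks blocked Vif-driven A3G degradation.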
RXFP1 antag: antagonists of human relaxin receptor RXFP1; HEK293-RXFP1, relaxin-stimulated cAMP HTRF, 30 min; active compounds read low; activity change, negative = inhibition, % at 57.5 µM; hit rate 0.59% among 350,000;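 active = activity change of -60% or lower, but not beyond a set lower limit; inconclusive = change between -60% and -40%, or beyond the set limit; inactive = change above -40%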; also: % is scaled to controls: 0 for no effect and ±100 for the full control effect
Vif-APOBEC3F blk: blocks the Vif interaction with APOBEC3F; HeLa A3F-eYFP + Vif (tagged APOBEC3F with the HIV-1 protein that degrades it), YFP fluorescence increase; Potency, µM (highest dose often 46.1 µM), for the others: at the top dose activity, negative = active; hit rate 0.2% among 390,000; AID 602313; also: potency is read from the fitted curve at half-maximal effect; % of control where 0% means no effect; nearly all actives have a fitted effect of over 65% in size
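HeLa cells stably expressing Vif plus C-terminally eYFP-tagged A3F were seeded, incubated overnight at 37 deg C, dosed with compound, incubated overnight again at 37 deg C. Yellow fluorescence (Ex 488/Em 500-530) reported blocked Vif-mediated A3F-eYFP degradation.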
D1 antagonist: antagonists of human D1 dopamine receptor; P21728; HEK293 TREx D1 cells, calcium flux, dopamine EC80; active compounds read low; activity change, negative = inhibition, % at 10 µM; hit rate 3.2% among 360,000; in the data active = activity change below about -30%; also: % is scaled to controls: 0 for no effect and ±100 for the full control effect
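HEK293 T-REx cells expressing inducible, force-coupled D1 receptor; no-wash Ca dye, 30–90 min RT. Cmpd → 180 s read at 1 Hz → EC80 DA → 180 s read.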
D2 potentiator: positively modulates the human D2 dopamine receptor allosterically; P14416; HEK293 T-REx D2, calcium flux, EC20 dopamine potentiation; potentiation, % at 10 µM; hit rate 0.34% among 340,000;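 active = potentiation over 3 SD above the plate norm, cut at about 30% in these data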; also: 0% is about no effect
Target sequence (P14416 whole entry, looked up): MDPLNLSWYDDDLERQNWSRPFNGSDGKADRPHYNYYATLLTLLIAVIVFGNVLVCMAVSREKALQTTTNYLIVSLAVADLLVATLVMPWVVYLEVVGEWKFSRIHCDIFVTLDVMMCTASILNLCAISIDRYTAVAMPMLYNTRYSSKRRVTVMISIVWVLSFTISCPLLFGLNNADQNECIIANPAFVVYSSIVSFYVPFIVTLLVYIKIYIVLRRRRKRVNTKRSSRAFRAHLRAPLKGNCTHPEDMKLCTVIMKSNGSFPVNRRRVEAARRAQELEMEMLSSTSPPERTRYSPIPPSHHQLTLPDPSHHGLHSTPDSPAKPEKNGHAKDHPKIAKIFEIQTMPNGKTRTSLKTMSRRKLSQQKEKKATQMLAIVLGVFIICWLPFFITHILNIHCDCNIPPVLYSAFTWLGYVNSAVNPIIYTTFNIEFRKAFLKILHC
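Potentiation of an EC20 dopamine calcium response is measured in a force-coupled, tetracycline-inducible Hek293 Trex D2 line. Compound-only kinetic reads over 180 s flag agonists before dopamine addition.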
D1 PAM: potentiators of human D1 dopamine receptor. P21728. HEK293 TREx D1 cells, calcium flux, dopamine EC20 potentiation. potentiation, % at 10 µM. hit rate 0.036% among 360,000. AID 504651; in the data active = potentiation above about 30%; also: 0% is about no effect
Glioma ERSR ind: ER stress response induction in glioma. Potency, µM, for the others: at the highest dose activation, actives largely listed as activators. AID 602332. U87-MG GRP78 promoter luciferase reporter, 16 h. hit rate 0.02% among 420,000; also: potency is read from the fitted curve at half-maximal effect; series mostly up to about 76 µM; % of control where 0% means no effect; nearly all actives have a fitted effect of over 35% in size
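Stably transfected U87-MG human glioma cells carrying a GRP78-based luminescent sensor were seeded at 1000 cells/well, pin-dosed with compounds and incubated 16 h. Luciferase reagent was then added, and end-point luminescence was read after 10 min at room temperature.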
D1 ag: human D1 receptor agonism; HEK293 T-REx D1 cells, calcium flux, agonist mode; activation, % at 2 µM; P21728; AID 504660; hit rate 1% among 360,000; in the data active = activation above about 30%; also: 0% is about no effect
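Tetracycline-induced HEK293 TREx D1 cells, force-coupled to calcium signalling, were dye-loaded with a no-wash calcium kit. Compound was pin-added after a 10 s baseline. Fluorescence was read kinetically at 1 cycle/s for 180 s, with calcium rises flagged as agonism.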
An asterisk follows results filed as active; ? = inconclusive; · = not tested or not shown. Unless noted, calls follow the shape of the dose curve; as a rule, active = well fitted curve in the direction sought with a large enough effect; inconclusive = small, poorly fitted or top-dose-only effect, or another doubt; inactive = no such curve, though single readings can be large; an effect the other way counts as inactive or inconclusive. An excerpt, so the mix of outcomes need not match the whole.

Letter code: A = RXFP1 ag; B = Vif-APOBEC3G blk; C = RXFP1 antag; D = Vif-APOBEC3F blk; E = D1 antagonist; F = D2 potentiator; G = D1 PAM; H = Glioma ERSR ind; I = D1 ag
O=C(CCOc1ccccc1F)N1CCN(c2ccccc2O)CC1
  A: 0.9%; B: 0%; C: 0; D: 1%; E: -8; F: 4; G: -9; H: 3%; I: 7
Cc1nn(C)c(C)c1Sc1ccc(Br)cc1
  A: 0.1%; B: 0%; C: -23; D: -2%; E: -26; F: -3; G: -5; H: -2%; I: 12
CCCC(=O)N1CCC(CCC(=O)NC2CC2)CC1
  A: -1.9%; B: 0%; C: 9; D: 3%; E: -6; F: -5; G: -5; H: -1%; I: 4
CN1C(=S)N2CCCN2C1c1ccccc1 (centres undefined)
  A: -0.1%; B: 0%; C: -5; D: -15%; E: 6; F: 3; G: -4; H: -3%; I: 2
CCCOc1ccc(NC(=O)CC2C(=O)OCC3CCCCN32)cc1 (centres undefined)
  A: -0.7%; B: -3%; C: 3; D: -17%; E: 10; F: -7; G: ·; H: -5%; I: 1
O=C(C(c1ccccc1)C(O)c1ccccc1)N1CCOCC1 (centres undefined)
  A: ·; B: 2%; C: 4; D: -10%; E: ·; F: ·; G: ·; H: -6%; I: ·
COc1ccc(NS(=O)(=O)c2cccc(C(=O)NNC(=O)CNC(=O)c3ccco3)c2)cc1
  A: -0.4%; B: -9%; C: 2; D: 12%; E: 29; F: 3; G: 7; H: -2%; I: 1
CCCN(C(=O)CSCC(=O)Nc1ccc(OC)cc1)c1c(N)n(Cc2ccccc2)c(=O)[nH]c1=O
  A: 1.4%; B: 0%; C: 6; D: -22%; E: 0; F: -5; G: -3; H: -6%; I: 4
CCOc1ccccc1NC(=O)Cn1nnc(C(=O)Nc2ccccc2Cl)c1N
  A: 9.2%; B: 1%; C: -3; D: ?; E: 1; F: -9; G: -7; H: -5%; I: 11
O=C(CN1C(=O)c2ccccc2C1=O)Nc1ccccc1
  A: 1.2%; B: -2%; C: 18; D: -4%; E: 6; F: 19; G: -2; H: -4%; I: 1
Cc1noc(C)c1CSCC(=O)OCc1nnc(-c2ccc([N+](=O)[O-])cc2)o1
  A: ·; B: -6%; C: -20; D: 7%; E: ·; F: ·; G: ·; H: -1%; I: ·
Cc1ccnc(NS(=O)(=O)c2ccc(C(C)(C)C)cc2)c1
  A: 1.4%; B: ·; C: ·; D: ·; E: 2; F: 4; G: -3; H: ·; I: 0
O=C(N/N=C/c1ccc2c(c1)OCO2)c1cccnc1
  A: 2.4%; B: -2%; C: 6; D: 1%; E: -4; F: ·; G: -11; H: 3%; I: 3
CC(=O)c1cccc(NC(=O)COC(=O)c2ccccc2C)c1
  A: -0.9%; B: -2%; C: -4; D: -14%; E: -17; F: 7; G: -4; H: 2%; I: 15
Cc1cc([N+](=O)[O-])ccc1NC(=O)CSc1nnc(C)n1C
  A: 22%; B: 3%; C: 12; D: -11%; E: 28; F: 15; G: 1; H: -1%; I: 4
COC(=O)[C@@H](NC(=O)c1ccc2c(c1)S(=O)(=O)c1ccccc1C2=O)C(C)C
  A: -0.4%; B: 1%; C: 5; D: 2%; E: 4; F: -2; G: -3; H: -3%; I: 1
CCc1nnc(NS(=O)(=O)c2ccc(NC(=O)CCC(=O)OC)cc2)s1
  A: -0.5%; B: 1%; C: -1; D: -15%; E: 9; F: 3; G: 0; H: -5%; I: 3
Cc1ccccc1NC(=O)CCN1CCN(C/C=C/c2ccccc2)CC1
  A: 0.0%; B: 2%; C: 6; D: -1%; E: -2; F: 23; G: -4; H: -5%; I: 5
CC(C)CC(=O)Nc1ccc(C(=O)COC(=O)Cc2n[nH]c(=O)c3ccccc23)cc1
  A: 2.4%; B: 0%; C: -1; D: -22%; E: -3; F: -4; G: -4; H: -3%; I: 0
CC(C)CC(=O)Nc1ccc2oc(-c3ccncc3)nc2c1
  A: 3.4%; B: -10%; C: 6; D: -7%; E: 11; F: -5; G: -3; H: 1%; I: 0
CCOC(=O)CN1C(=O)N(CC(=O)OCC)C(c2ccccc2)(c2ccccc2)C1=O
  A: 0.7%; B: -1%; C: 3; D: 0%; E: 3; F: 5; G: 5; H: -2%; I: 1
Cc1cccc(OCCSc2nc3c([nH]2)c(=N)ncn3Cc2ccccc2)c1
  A: 0.9%; B: 0%; C: -9; D: -10%; E: -6; F: 27; G: -7; H: 1%; I: 0
O=C(OCn1nnc2ccccc2c1=O)c1ccc2ncsc2c1
  A: 6.4%; B: 2%; C: -7; D: ·; E: -17; F: 6; G: 0; H: -4%; I: 6
COc1cc(C2CC(=O)N3CN(Cc4ccccc4)CSC3=C2C#N)ccc1OCc1ccccc1 (centres undefined)
  A: 1.2%; B: 5%; C: -11; D: 3%; E: -1; F: ·; G: -1; H: -3%; I: 4
c1ccc(Cc2noc(CN3CCN(C4CCc5ccccc5C4)CC3)n2)cc1 (centres undefined)
  A: 2.1%; B: -1%; C: -19; D: -5%; E: 1; F: -24; G: 5; H: -3%; I: 32*
COc1cc(C(=O)OC2CCOC2=O)cc(Cl)c1OC (centres undefined)
  A: -2.3%; B: 2%; C: ?; D: -3%; E: 12; F: -11; G: 6; H: 10%; I: 0
CCOC(=O)c1sc2ccc(S(=O)(=O)N3CCCCC3)cc2c1N
  A: 2.4%; B: -17%; C: -4; D: -10%; E: 5; F: ·; G: -6; H: 0%; I: 3
CCC(c1nnnn1CCOC)N(Cc1cc2cc(C)c(C)cc2[nH]c1=O)CC1CCCO1 (centres undefined)
  A: -0.6%; B: 0%; C: -10; D: 6%; E: 9; F: 2; G: -3; H: -4%; I: 0
Cc1cc(N2CCCC2)n2nc(C)nc2n1
  A: 5.0%; B: -2%; C: ·; D: -5%; E: -5; F: 3; G: -4; H: -3%; I: -1
CCOC(=O)COc1cccc2c(=O)n(CC(=O)N3CCC(C)CC3)ccc12
  A: 1.9%; B: 2%; C: -6; D: 6%; E: 7; F: -3; G: 7; H: 3%; I: 1
COc1ccc(C#Cc2ccc3c(c2)O[C@@H](CN(C)C(=O)Nc2cccc(OC)c2)[C@H](C)CN([C@@H](C)CO)S3(=O)=O)cc1
  A: ·; B: -17%; C: -14; D: ?; E: ·; F: ·; G: ·; H: -6%; I: ·
O=S(=O)(c1ccc(-c2ccon2)s1)N1CCN(CCN2CCOCC2)CC1
  A: 12%; B: 2%; C: -3; D: 0%; E: -17; F: 1; G: -8; H: 0%; I: 4
CCc1cc(=O)[nH]c(SCC(=O)N2CCOCC2)n1
  A: 3.7%; B: 0%; C: 13; D: -13%; E: 12; F: 4; G: 15; H: -1%; I: 1
CCCCc1cc(=O)oc2cc(OCC(=O)N3CCC(C(N)=O)CC3)ccc12
  A: 2.0%; B: -1%; C: 14; D: -11%; E: -15; F: -6; G: -4; H: 2%; I: 2
Cc1ccccc1C(=O)Nc1ccc(O)cc1C(=O)O
  A: 2.7%; B: -1%; C: 9; D: 10%; E: 19; F: -7; G: -4; H: -3%; I: 2
Cc1cc(Nc2ccc(F)cc2)nc(N)n1
  A: -0.6%; B: 2%; C: 29; D: -7%; E: -9; F: -17; G: 2; H: 1%; I: 0
Cc1c(C(=O)NC2CCCc3ccccc32)cccc1[N+](=O)[O-] (centres undefined)
  A: 0.8%; B: 0%; C: 2; D: 0%; E: -11; F: -10; G: -5; H: -2%; I: 3
Cc1cc(=O)[nH]c(NCc2ccccc2)n1
  A: -0.9%; B: 1%; C: 21; D: -10%; E: 12; F: 2; G: 3; H: -2%; I: 2
O=C(c1ccc(Br)s1)N1CCN(c2ccccn2)CC1
  A: 0.4%; B: -5%; C: -36; D: -13%; E: 3; F: 9; G: -6; H: -2%; I: 3
Cc1ccc(-n2nc3c(c2NC(=O)/C=C\c2ccc4c(c2)OCO4)CSC3)cc1
  A: 1.6%; B: -5%; C: ·; D: 4%; E: 16; F: -3; G: -4; H: -2%; I: -1
CCOc1ccc(C(=O)NCC(=O)NCC(c2ccc(OC)cc2)N2CCCC2)cc1 (centres undefined)
  A: 0.0%; B: 0%; C: -13; D: ?; E: 3; F: -16; G: 4; H: -1%; I: 0
O=C(O)C1CCN(Cc2cccnc2)CC1
  A: -0.7%; B: -1%; C: 6; D: -5%; E: 8; F: 1; G: -3; H: -4%; I: 3
CCN(CC)C(=O)C1CCCN(Cc2nc(-c3cccs3)no2)C1 (centres undefined)
  A: -0.8%; B: 0%; C: -3; D: 12%; E: -16; F: -6; G: -3; H: -4%; I: 1
Cc1ccc(-c2noc(C3CCCN(C(=O)c4cccc(F)c4)C3)n2)cc1 (centres undefined)
  A: 0.4%; B: 0%; C: -1; D: 0%; E: -31*; F: 7; G: 1; H: 9%; I: 11
CCn1c2ccccc2c2cc(CN3CCN(S(=O)(=O)Cc4ccccc4)CC3)ccc21
  A: 2.8%; B: 0%; C: 1; D: 13%; E: 7; F: 9; G: -2; H: -4%; I: 8
COc1ccc(C(=O)Nc2cc(C(=O)O)cc(C(=O)O)c2)cc1Cl
  A: -0.6%; B: 1%; C: 5; D: 12%; E: -8; F: 20; G: -1; H: 0%; I: 2
Cc1oc2ccc(NS(=O)(=O)c3ccccc3)cc2c1C(=O)Nc1ccccc1
  A: -0.4%; B: 5%; C: 9; D: 2%; E: -8; F: -19; G: 7; H: -5%; I: 0
Cc1ccc(-c2n[nH]c3c2CCC3)cc1
  A: -0.8%; B: 2%; C: -1; D: 5%; E: -20; F: -4; G: -2; H: 1%; I: 1
COc1ccc(OC)c(S(=O)(=O)N(C)CC(=O)Nc2ccc3c(c2)OCO3)c1
  A: 0.9%; B: -4%; C: -26; D: 2%; E: 3; F: -7; G: 8; H: 6%; I: 1
C/C(=N\NC(=S)Nc1ccccc1C)c1ccc(O)cc1
  A: 0.7%; B: -9%; C: -20; D: ?; E: -15; F: -1; G: -7; H: 21%; I: 3

As entered above:
Under Vif-APOBEC3F blk, Cc1cc(=O)[nH]c(NCc2ccccc2)n1 is listed with -10%
Under D1 antagonist, Cc1oc2ccc(NS(=O)(=O)c3ccccc3)cc2c1C(=O)Nc1ccccc1 is listed with -8
Under Glioma ERSR ind, O=C(N/N=C/c1ccc2c(c1)OCO2)c1cccnc1 is listed with 3%
